# Assay outcomes: PubChem, The Scripps Research Institute Molecular Screening Center
# LYPLA2 inh – counter-screen for PME1 inhibitors: inhibitors of human LYPLA2; actives 0.38% (n = 320,000); inhibition, % at 5.9 µM; AID 2177; recombinant LYPLA2, FP-Rh probe fluorescence polarization; O95372;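 active = inhibition above the screen-wide mean plus 3 SD, limit set per campaign, cut at about 26% in these data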;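 also: 0% = LYPLA2 with DMSO and 100% = wells lacking LYPLA2 enzyme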
# Target sequence (O95372 whole entry, looked up): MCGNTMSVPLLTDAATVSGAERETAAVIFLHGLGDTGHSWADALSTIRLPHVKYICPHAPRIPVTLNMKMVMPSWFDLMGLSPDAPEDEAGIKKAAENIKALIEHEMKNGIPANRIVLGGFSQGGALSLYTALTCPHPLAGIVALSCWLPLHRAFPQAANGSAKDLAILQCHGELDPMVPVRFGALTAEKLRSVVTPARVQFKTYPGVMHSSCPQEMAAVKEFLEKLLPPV
# PAFAH1B3 inh – inhibitors of human PAFAH1B3; recombinant PAFAH1B3, FP-rhodamine probe, fluorescence polarization; inhibition, % at 3.39 µM; actives 0.28% (n = 340,000); Q15102;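 active = inhibition above the screen-wide average of all tested compounds plus 3 SD, cut at about 25% in these data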;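 also: 0% = enzyme with DMSO only and 100% = wells lacking PAFAH1B3 protein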
# PAFAH1B2 FP inh – PAFAH1B2 (human) inhibition. P68402. recombinant PAFAH1B2, FP-rhodamine activity probe, fluorescence polarization. inhibition, % at 3.39 µM. actives 1.2% (n = 340,000). AID 492953;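 active = inhibition above the mean of all tested compounds plus 3 SD, cut at about 24% in these data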;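 also: 0% = enzyme with DMSO and 100% = wells lacking PAFAH1B2; many of its hits are not listed in these tables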
# Target sequence (P68402 whole entry, looked up): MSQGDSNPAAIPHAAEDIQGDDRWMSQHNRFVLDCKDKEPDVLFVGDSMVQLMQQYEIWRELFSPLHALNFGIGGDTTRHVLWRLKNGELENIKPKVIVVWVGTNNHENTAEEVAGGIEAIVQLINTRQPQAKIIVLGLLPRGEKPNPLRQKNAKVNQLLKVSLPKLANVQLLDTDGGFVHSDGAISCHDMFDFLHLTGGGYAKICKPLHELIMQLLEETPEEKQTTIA
# EBNA-1 inh – blocks EBNA-1 binding to DNA; EBNA-1 DNA binding, fluorescence polarization; AID 1950; inhibition, % at 14.8 µM; actives 0.34% (n = 300,000); in the data active = inhibition above about 28%
# ZTA DNA inh – counter-screen for EBNA-1 inhibitors: inhibitors of Epstein-Barr virus ZTA. inhibition, % at 11 µM. P03206. ZTA-DNA binding, fluorescence polarization. AID 2234. actives 0.15% (n = 320,000); in the data active = inhibition above about 33%
# Target sequence (P03206 whole entry, looked up): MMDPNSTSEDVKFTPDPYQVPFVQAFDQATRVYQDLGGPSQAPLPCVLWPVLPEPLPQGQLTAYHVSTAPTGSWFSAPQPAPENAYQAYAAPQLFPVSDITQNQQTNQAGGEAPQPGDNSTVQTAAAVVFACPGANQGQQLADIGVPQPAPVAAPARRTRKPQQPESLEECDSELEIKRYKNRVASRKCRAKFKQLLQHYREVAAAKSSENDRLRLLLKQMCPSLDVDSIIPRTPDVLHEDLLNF
# pPAFAH FP inh – pPAFAH (human) enzyme inhibition | AID 463082 | actives 1.5% (n = 330,000) | inhibition, % at 3.39 µM | recombinant pPAFAH, FP-rhodamine probe fluorescence polarization | Q13093;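 active = inhibition above the mean inhibition across the screen plus 3 SD, cut at about 25% in these data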;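 also: inhibitors block binding of the rhodamine activity-based probe so polarization drops; 0% = enzyme with DMSO and 100% = wells lacking pPAFAH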
# PAFAH2 inh – inhibitors of human PAFAH2 | Q99487 | recombinant PAFAH2, FP-rhodamine activity probe, fluorescence polarization | inhibition, % at 3.39 µM | actives 0.99% (n = 340,000) | AID 492956;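 active = inhibition above the mean over all tested compounds plus 3 SD, cut at about 30% in these data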;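 also: inhibitors block probe labeling of enzyme so polarization drops; 0% = enzyme with DMSO and 100% = wells lacking PAFAH2 protein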
# LYPLA1 counter – blocks human lysophospholipase 1, a PME1 counter-screen; recombinant LYPLA1, FP-Rh probe fluorescence polarization; AID 2174; actives 0.16% (n = 320,000); inhibition, % at 5.9 µM; O75608;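 active = inhibition above the mean of all tested compounds plus 3 SD, set per campaign, cut at about 14% in these data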;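 also: inhibitors block serine hydrolase probe labeling of LYPLA1 so polarization falls; 0% = enzyme with DMSO and 100% = wells lacking LYPLA1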
# Target sequence (O75608 whole entry, looked up): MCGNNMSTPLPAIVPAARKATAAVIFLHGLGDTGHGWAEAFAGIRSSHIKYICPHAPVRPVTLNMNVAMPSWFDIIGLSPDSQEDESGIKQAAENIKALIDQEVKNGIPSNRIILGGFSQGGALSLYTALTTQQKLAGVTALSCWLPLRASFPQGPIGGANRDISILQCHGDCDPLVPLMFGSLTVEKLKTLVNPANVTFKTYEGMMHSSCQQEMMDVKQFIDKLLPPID
# PREPL inh – inhibitors of human prolyl oligopeptidase-like enzyme PREPL; Q4J6C6; recombinant PREPL, fluorescence polarization activity-based probe; inhibition, % at 5.96 µM; actives 0.68% (n = 320,000); in the data active = inhibition above about 43%;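 also: 0% = enzyme with DMSO and 100% = wells lacking enzyme; many of its hits are not listed in these tables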
# * = called active by the depositor; . = no result given.
# Every second line gives: LYPLA2 inh	PAFAH1B3 inh	PAFAH1B2 FP inh	EBNA-1 inh	ZTA DNA inh	pPAFAH FP inh	PAFAH2 inh	LYPLA1 counter	PREPL inh
- Cc1ccc(F)cc1NC(=O)C1CCCN(c2ncccn2)C1 (stereo unspecified)
    6	5	-2	7	4	2	-2	0	9
- Cc1cnc(NC(=O)c2ccc(OCC3CCCO3)cc2)s1 (stereo unspecified)
    3	10	4	2	-5	3	7	1	2
- Cc1ccc(N(Cc2ccccc2)C(=O)CN2C(=O)NC3(CCCC3)C2=O)cc1
    3	7	10	4	18	16	-7	1	7
- Cc1nc2ccc(NC(=O)c3ccc(Cl)s3)cc2s1
    -1	3	0	7	29	-1	3	-6	3
- CCc1cccc(C)c1NC(=O)CCCn1c(=O)c2cccn2c2cccnc21
    -4	1	1	9	-7	5	1	1	1
- CCC(=O)NC(Nc1ncc(C)s1)(C(=O)OC)C(F)(F)F (stereo unspecified)
    10	0	1	1	11	5	17	1	3
- COc1ccc(CC(=O)O/N=C(\N)c2ccc(C)cc2)cc1
    1	-1	8	-1	6	10	1	-2	5
- Cc1nc(Cc2ccc(OC(C)C)cc2)[nH]c(=O)c1CC(=O)O
    5	6	5	7	9	0	-3	-2	-4
- CC1(C)CC(CC(=O)Nc2ccc([N+](=O)[O-])cc2)C(=O)O1 (stereo unspecified)
    8	-5	0	1	0	4	-1	-2	-1
- O=C(Cn1cnc2cc([N+](=O)[O-])ccc2c1=O)Nc1ccc(N2CCOCC2)cc1
    5	2	5	-17	-2	9	7	6	3
- O=C(CSc1ccccn1)Nc1ccc2c(c1)oc1ccccc12
    -11	-5	1	2	9	-8	-10	-11	-17
- Cc1ccc(C2C3=C(CCCC3=O)Nc3c2c(C)nn3-c2ccccn2)o1 (stereo unspecified)
    -1	.	.	-10	-9	-2	.	2	11
- O=C(CCCn1c(SCC(=O)NCC2CCCO2)nc2ccccc2c1=O)NCC1CCCO1 (stereo unspecified)
    -2	9	4	3	-7	6	2	2	3
- CCc1ccccc1NC(=O)c1cc(-c2ccc3c(c2)OCO3)on1
    -5	12	3	-9	-5	6	-6	-5	4
- CC(NC(=O)c1cccc(F)c1)C(c1cccs1)N1CCN(C)CC1 (stereo unspecified)
    4	11	-1	-2	-16	0	-5	1	-8
- O=C(c1ccc(=O)[nH]c1)N1CCN(S(=O)(=O)c2cc(C(F)(F)F)ccc2Cl)CC1
    -3	2	3	1	14	2	10	0	-1
- CCOC(=O)N1CCN(C(=O)C(C)N(c2ccc(Oc3ccccc3)cc2)S(C)(=O)=O)CC1 (stereo unspecified)
    -8	3	-1	-9	0	-5	9	-7	-3
- CCOC(=O)c1[nH]ncc1CN1CCN(Cc2ccccc2)C(CCO)C1 (stereo unspecified)
    8	4	2	-6	-16	-1	9	0	11
- Cc1cccc(-n2nc3c(c2NC(=O)c2c(F)cccc2F)CS(=O)(=O)C3)c1C
    1	2	0	-6	-4	5	-4	0	-7
- CC(C)OC(=O)c1ccc(N2CCN(c3ccccc3F)CC2)nc1
    3	-3	2	-5	17	2	6	-2	14
- COC(=O)c1ccc(-n2c(C)cc(C(=O)COC(=O)C3=COCCO3)c2C)cc1
    .	1	3	.	.	6	15	.	7
- O=C(NC(=S)Nc1nc(-c2ccc(Br)cc2)cs1)c1ccco1
    -8	-5	-3	0	5	-1	-13	-2	-5
- COc1ccccc1CNC(=O)COC(=O)C1CC1
    0	3	-6	.	-10	-1	24	1	5
- CCOc1ccc(C(=O)Nc2cccc(-c3nc4cccnc4o3)c2)cc1Cl
    -6	3	2	-12	-2	-12	-2	-4	16
- COc1ccc(S(=O)(=O)N2CCOC23CCN(S(=O)(=O)c2ccc(C)cc2)CC3)cc1
    0	2	6	2	5	-3	7	-1	14
- CCOC(=O)C1=C(N)n2c(s/c(=C/c3ccccc3)c2=O)=C(C(=O)OCC)C1c1ccccc1 (stereo unspecified)
    -1	.	.	10	11	0	.	-4	-3
- CCCNC(=O)CC(NS(=O)(=O)c1ccc(NC(C)=O)cc1)C(C)C (stereo unspecified)
    5	4	1	-4	-18	6	11	2	9
- CC(=O)c1cccc(NC(=O)CN2C(=O)NC3(CCCCCCC3)C2=O)c1
    2	2	-3	2	-3	9	-10	-3	6
- Cc1ccc(OCc2nc(-c3cccnc3)no2)cc1C
    -1	3	2	-12	-1	-3	4	-1	7
- COc1cc(CCc2ccc3c(c2)OCO3)oc(=O)c1
    2	8	-1	-3	-4	2	-4	4	0
- Cc1ccc(SCC(=O)OCC(=O)NCc2cccs2)cc1
    2	5	28*	4	-4	24	3	0	-3
- CCOC(=O)N1CCN(S(=O)(=O)N2CCCC(C(=O)NCCc3ccc(OC)c(OC)c3)C2)CC1 (stereo unspecified)
    3	11	3	-6	2	2	1	-3	8
- Cc1ccc(CN2C3CCCC2CC(NC(=O)c2ccc(F)cc2)C3)cc1 (stereo unspecified)
    4	9	-1	0	-3	3	-3	2	-29
- COc1cc(/C=N/Nc2ccccc2[N+](=O)[O-])cc(OC)c1O
    -2	6	0	-20	1	21	2	6	9
- O=C(COc1cccc2ccccc12)NNC(=O)[C@@H]1CCCC[C@@H]1C(=O)O
    -7	10	-2	-8	3	1	9	0	3
- COc1ccc(NC(=O)c2cncc(Br)c2)c(S(=O)(=O)N2CCOCC2)c1
    9	7	3	-7	-2	3	6	6	-6
- CCN1C(=O)NC2=C(C(=O)c3ccccc32)C1c1ccccc1F (stereo unspecified)
    -2	1	2	-5	4	-5	1	-2	3
- O=C(O)CSc1cc(C(=O)c2ccccc2O)cn2c(=O)c3c(-c4ccccc4)csc3nc12
    -27	8	-5	12	7	65*	-14	-13	20
- Cc1nc(SCCO)c([N+](=O)[O-])[nH]1
    -5	1	-3	1	-5	2	-8	1	9
- Cc1nc(N)sc1C(=O)N/N=C/c1c[nH]c2ccccc12
    4	0	2	-5	-2	5	10	1	11
- Cc1ccc(CNC(=O)CNC(=O)c2ccco2)cc1
    -9	0	0	-1	-4	8	-3	-4	2
- Cn1cccc1-c1cc(C(=O)N/N=C/c2cccc(O)c2)[nH]n1
    -16	3	6	-12	5	3	1	-5	14
- CC1=C(C(=O)Nc2cccc(C(=O)NC(C)c3ccccc3)c2)SCCO1 (stereo unspecified)
    -4	6	7	-2	14	16	2	0	0
- COc1ccc(NC(=O)CSc2n[nH]c(-c3ccccn3)n2)cc1
    -1	6	2	-8	-4	2	-4	0	-7
- COc1nccc(Nc2ccccc2)c1C#N
    2	5	3	5	11	6	12	0	2
- COc1cccc(C(=O)NCC(=O)n2nc(C)cc2C)c1
    -6	4	1	-1	21	1	-2	-6	2
- COc1cc(O)c(C(CC(=O)N2CCN(c3ccccc3)CC2)c2cc(OC)c(OC)c(OC)c2)c(OC)c1 (stereo unspecified)
    -5	-1	4	-5	-13	5	-24	1	27
- O=C(NC(N1CCCC1)C(Cl)(Cl)Cl)c1ccccc1 (stereo unspecified)
    -5	-3	3	-2	0	0	6	-2	10
- COC(=O)c1ccccc1NC(=O)c1cc[n+]([O-])cc1
    2	-4	-3	-8	-17	5	6	-2	-5
- CN1CCC(OC(=O)c2cccc(Cl)c2)CC1
    0	7	-4	-8	8	1	3	-4	6

# Next section:
# Every second line gives: LYPLA2 inh	PAFAH1B3 inh	PAFAH1B2 FP inh	EBNA-1 inh	ZTA DNA inh	pPAFAH FP inh	PAFAH2 inh	LYPLA1 counter	PREPL inh
- FC(F)(F)c1n[nH]c(=S)n1/N=C/c1ccco1
    2	3	4	6	5	0	-3	0	-6
- CCN(c1ccccc1)S(=O)(=O)c1ccc2c(c1)N(C(C)=O)CCS2
    9	8	5	-1	-16	3	1	1	5
- CC(C)Cc1cc(C(=O)NCc2ccco2)no1
    -9	4	-4	-13	-6	-4	1	-4	10
- CC(C)(C)c1ccc(-n2ncc3c2CCCC3NC(=O)CCn2cncn2)cc1 (stereo unspecified)
    5	6	1	-1	13	33*	3	1	-3
- Cn1ncc(N=Cc2c(O)ccc3ccccc23)c1C(=O)Nc1cccc(Cl)c1
    -4	0	8	16	-3	4	-5	-4	-1
- CC(=O)N1CCN(c2ccc(S(=O)(=O)N3CCCCC3)cc2[N+](=O)[O-])CC1
    .	7	9	.	.	3	13	.	13
- CCC(=O)Nc1cccc2ccccc12
    -2	5	4	8	7	-1	9	4	0
- COc1ccc(CCNc2cc(C)nc3c(-c4ccccc4)cnn23)cc1OC
    6	3	2	-6	-2	6	-2	1	22
- COC(=O)[C@]1(Cc2ccccc2)N[C@H](c2ccc(-c3ccc4c(c3)OCO4)cc2)[C@@H]2C(=O)N(C)C(=O)[C@@H]21
    1	-4	2	2	-12	3	-9	-1	6
- CCC1(CC)Cc2ccccc2C(=O)N1
    3	-5	6	4	-3	0	0	2	-4
- Cc1ccc(C(=O)CC(C(=O)O)P(=O)(c2ccccc2)c2ccccc2)cc1 (stereo unspecified)
    2	13	13	-11	15	-1	3	2	-1
- COCc1ccc(CN2CCC(n3nccc3NC(=O)C(OC)c3ccccc3)CC2)o1 (stereo unspecified)
    -1	2	-3	-3	0	10	-2	5	4
- C#CCNC(=O)C1=C[C@H](c2ccc(Br)cc2)[C@@H](CCCO)[C@H](OCC)O1
    2	1	4	10	1	3	0	-1	11
- NC(=O)COC(=O)/C=C/c1ccccc1[N+](=O)[O-]
    1	0	1	7	17	1	6	0	-3
- Cc1cnc(C)c(N2CCN(Cc3cn(C)nc3-c3cccc(Cl)c3)CC2)n1
    4	7	-3	-3	-12	-4	0	2	5
- COC(=O)c1nc2ccccc2s1
    -4	7	-2	0	-13	-4	-1	-1	13
- Cc1ccccc1NC(=O)c1nc(S(C)(=O)=O)ncc1Cl
    -1	8	0	5	6	4	0	-2	-8
- O=C(CN1CCCC1)Nc1ccc(NC(=O)Nc2ccccc2Cl)cc1
    -3	16	-1	-3	-20	1	-9	-1	7
- COc1ccc(C(C(=O)NC2CCCC2)N(Cc2cccnc2)C(=O)Cc2cccs2)cc1OC (stereo unspecified)
    0	6	2	-6	8	-5	2	-1	-8
- Cc1ccc2c(c1)C(=O)N1[C@H]3c4ccccc4OC[C@@H]3[C@H](c3ccccc3)[C@]1(C)C(=O)N2
    .	6	-4	.	.	-4	-8	.	0

# The closing 3 entries of the part above open the next one.
# Every second line gives: LYPLA2 inh	PAFAH1B3 inh	PAFAH1B2 FP inh	EBNA-1 inh	ZTA DNA inh	pPAFAH FP inh	PAFAH2 inh	LYPLA1 counter	PREPL inh
- O=C(CN1CCCC1)Nc1ccc(NC(=O)Nc2ccccc2Cl)cc1
    -3	16	-1	-3	-20	1	-9	-1	7
- COc1ccc(C(C(=O)NC2CCCC2)N(Cc2cccnc2)C(=O)Cc2cccs2)cc1OC (stereo unspecified)
    0	6	2	-6	8	-5	2	-1	-8
- Cc1ccc2c(c1)C(=O)N1[C@H]3c4ccccc4OC[C@@H]3[C@H](c3ccccc3)[C@]1(C)C(=O)N2
    .	6	-4	.	.	-4	-8	.	0
- CCOc1ccccc1OCC(=O)OC(C)C(=O)Nc1ncc(Cl)cc1Cl (stereo unspecified)
    0	10	0	.	7	0	-1	2	-3
- CS(=O)(=O)n1nc(OC(=O)c2cc(Br)ccc2Cl)cc1N
    2	-4	7	3	-10	-1	7	-3	7
- Cc1ccccc1-c1nc(CS(=O)CC(=O)NCCc2ccc(Cl)cc2)c(C)o1 (stereo unspecified)
    -4	7	11	9	3	5	-6	-4	-32
- CCCCc1nc2cc(C(=O)N3CCC(OC)CC3)ccc2o1
    1	3	5	-2	4	5	0	4	18
- O=C(COc1ccc(Cl)cc1)NCC(=O)N1CCC2(CC1)NCCc1[nH]cnc12
    -5	13	2	-10	-5	4	1	0	1
- Cc1ccc2cc3c(NS(=O)(=O)c4cccc5nonc45)nn(CC(C)C)c3nc2c1
    5	-3	3	7	15	16	16	0	2

# An excerpt; count on the stated rates, not on these rows.
